Screening results from PubChem BioAssay.
HCMV antiviral – blocks human cytomegalovirus replication | HFF cells, HCMV-luciferase reporter, 72 h; stronger effect = lower value | activity change, negative = inhibition, % at 57.5 µM | actives 4.5% (n = 410,000); in the data active = activity change below about -60%; inconclusive = no clear call, values can overlap the other calls; inactive = above about -39%
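Inhibition of viral replication was scored as loss of reporter luminescence in HFFs infected with HCMV-luciferase (MOI 1 PFU/cell) for 72 h; compounds tested at 2 doses, normalized to buffer and Salinomycin controls.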
LmPK inh – inhibitors of Leishmania mexicana pyruvate kinase. purified LmPK, Kinase-Glo ATP luminescence, 1 h. Potency, µM (doses to about 57.5 µM), for inactives: at the highest dose activity change, negative = inhibition, actives largely listed as inhibitors. actives 0.37% (n = 290,000). Q27686; also: potency is read from the fitted curve at half-maximal effect
Target sequence (Q27686 whole entry, looked up): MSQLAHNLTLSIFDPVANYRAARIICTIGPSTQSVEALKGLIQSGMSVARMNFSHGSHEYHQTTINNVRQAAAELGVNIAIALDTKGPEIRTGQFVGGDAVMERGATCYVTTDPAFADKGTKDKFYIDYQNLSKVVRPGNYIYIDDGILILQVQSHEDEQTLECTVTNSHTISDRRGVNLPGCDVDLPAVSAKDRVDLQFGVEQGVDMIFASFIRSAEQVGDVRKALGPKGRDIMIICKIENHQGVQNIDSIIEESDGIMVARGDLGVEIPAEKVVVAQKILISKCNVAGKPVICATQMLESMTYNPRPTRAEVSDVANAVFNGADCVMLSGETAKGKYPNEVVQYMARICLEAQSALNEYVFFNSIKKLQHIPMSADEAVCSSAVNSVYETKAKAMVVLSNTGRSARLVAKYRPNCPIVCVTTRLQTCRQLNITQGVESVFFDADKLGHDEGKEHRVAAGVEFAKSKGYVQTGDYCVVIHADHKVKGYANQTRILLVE
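qHTS format; LmPK 0.1 nM; substrates PEP 0.5 mM and ADP 0.1 mM. One-hour room-temperature incubation, then coupled luciferase luminescence; 0.5 nM enzyme wells mark activation.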
AMA1-RON2 inh – disrupts binding of P. falciparum AMA1 to RON2. AlphaScreen AMA1-biotinylated RON2 peptide binding. Potency, µM (titrated, usually from 58.2 µM), for the others: top-dose activity change, negative = inhibition, actives largely listed as inhibitors. actives 0.2% (n = 360,000). AID 720542;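 also: potency is read from the fitted curve at half-maximal effect; 0% = vehicle wells and -100% = peptide control; nearly all actives have a fitted effect of over 45% in size; some results filed as inactive show a strong effect at the top dose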
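AMA1 (3D7) with his tag at 25 nM final met compounds first, then biotinylated RON2 peptide at 25 nM; detection used donor plus acceptor beads, 10 µg/mL apiece, read by AlphaScreen after 30 min at room temperature.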
AmpC no deterg – inhibitors of E. coli AmpC beta-lactamase without detergent; P00811; AmpC nitrocefin hydrolysis, absorbance 480 nm, 0.0001% Triton; Potency, µM (series often up to 57.1 µM), without a hit: at the highest dose activity change, negative = inhibition, usual class: inhibitors; actives 0.52% (n = 330,000); AID 485341;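 also: potency is read from the fitted curve at half-maximal effect; plate controls were no compound for no effect and no enzyme for full effect; nearly all actives have a fitted effect of over 20% in size; some results filed as inactive show a strong effect at the top dose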
Target sequence (P00811 whole entry, looked up): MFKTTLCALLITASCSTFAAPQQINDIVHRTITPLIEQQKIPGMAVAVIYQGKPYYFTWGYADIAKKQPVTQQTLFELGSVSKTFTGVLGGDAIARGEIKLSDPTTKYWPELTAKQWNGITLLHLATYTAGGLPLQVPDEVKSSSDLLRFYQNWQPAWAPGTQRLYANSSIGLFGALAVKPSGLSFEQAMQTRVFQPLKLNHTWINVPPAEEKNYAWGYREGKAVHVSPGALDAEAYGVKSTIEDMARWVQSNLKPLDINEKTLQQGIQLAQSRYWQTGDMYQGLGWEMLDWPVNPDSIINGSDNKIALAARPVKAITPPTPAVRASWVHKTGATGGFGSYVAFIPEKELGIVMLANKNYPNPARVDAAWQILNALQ
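AmpC (5.3 nM in the dispensed reagent) in 20 mM phosphate pH 7.0 with 0.01% (detergent screen) or 0.0001% Triton X-100 was preincubated with compounds for 15 min at room temperature. Nitrocefin was then added from an 800 uM solution, and hydrolysis was followed at 480 nm.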
TbPYK inhibitor – T. brucei pyruvate kinase inhibition; Q57TT1; TbPYK enzyme, Kinase-Glo Plus ATP luminescence, 45 min; Potency, µM (series often up to 76.8 µM), for the others: top-dose activity, negative = inhibition, usual class: inhibitors; actives 0.12% (n = 410,000); also: potency is read from the fitted curve at half-maximal effect; nearly all actives have a fitted effect of over 50% in size
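T. brucei PYK with substrate was exposed to pin-transferred compounds across a concentration series, then started with 130 uM ADP (final). After 45 min at room temperature, Kinase-Glo Plus luminescence was read, normalized and curve-fitted.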
HCV inhibitor – inhibitors of hepatitis C virus infection. Huh7.5.1 HCVcc-Cre infection, luciferase reporter, 44 h. Potency, µM (highest dose often 41.8 µM), inactives show at the top dose activity change, negative = inhibition, actives largely listed as inhibitors. actives 3.4% (n = 340,000); also: potency is read from the fitted curve at half-maximal effect
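Infectious HCVcc-Cre (~0.5 moi) was added to cells just after compound, with cells seeded 4 h earlier at 1,000 per well. Luciferase activity after 44 h culture reported infection; substrate was incubated 15 min at room temperature before reading.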
AmpC inh detg – blocks E. coli AmpC beta-lactamase in detergent assay; Potency, µM (series often up to 114 µM), inactives show top-dose activity change, negative = inhibition, actives largely listed as inhibitors; AID 485294; actives 0.041% (n = 370,000); P00811; AmpC hydrolysis of nitrocefin, absorbance 480 nm, 0.01% Triton;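 also: potency is read from the fitted curve at half-maximal effect; 0% = no-compound wells and -100% = no-enzyme wells; nearly all actives have a fitted effect of over 25% in size; some results filed as inactive show a strong effect at the top dose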
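AmpC (5.3 nM in the dispensed reagent) in 20 mM phosphate pH 7.0 with 0.01% (detergent screen) or 0.0001% Triton X-100 was preincubated with compounds for 15 min at room temperature. Nitrocefin was then added from an 800 uM solution, and hydrolysis was followed at 480 nm.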
Numbers without * were called inactive; ? = inconclusive; · = no result given; & = joins results of further samples; [ ] = dose if it differs, or a comment. Unless noted, calls follow the shape of the dose curve; as a rule, active = well fitted curve in the direction sought with a large enough effect; inconclusive = small, poorly fitted or top-dose-only effect, or another doubt; inactive = no such curve, though single readings can be large; an effect the other way counts as inactive or inconclusive. Unless noted, % is scaled to controls: 0 for no effect and ±100 for the full control effect. The order is random; about 7.5% have a hit in one of these screens.

SMILES	HCMV antiviral	LmPK inh	AMA1-RON2 inh	AmpC no deterg	TbPYK inhibitor	HCV inhibitor	AmpC inh detg
CC(C)c1ccc(N(C(=O)c2csnn2)C(C(=O)NC(C)(C)C)c2cccnc2)cc1 (stereo not drawn)	-12.7	-3.2%	0.2%	56.5%	4.8%	-3.9%	10.3%
COc1ccc(CC(=O)NC(C)CCc2ccccc2)cc1OC (stereo not drawn)	-12.6	2.1%	0.5%	1.2%	0.7%	?	2.0%
O=C(NCc1ccc(Cl)cc1)C1CCCN(c2ncnc3c2nc2n3CCCCC2)C1 (stereo not drawn)	21.3	1.8%	15.0%	9.7%	-21.7%	15.8%	1.2%
CCN1CCc2c(sc(-n3cccc3)c2C(C)NC(=O)Nc2ccc(Br)cc2)C1 (stereo not drawn)	-14.7	·	·	·	1.6%	·	18.0%
CC(C)(C)NC(=O)CSc1nccn1Cc1ccccc1	8.9	-2.3%	-3.0%	-5.5%	-6.4%	13.5%	0.6%
CC(=O)NNC(=O)CC(=O)Nc1nc(C23CC4CC(CC(C4)C2)C3)cs1	-27.6	1.4%	60.2%[activator][2.32 µM]	58.5%	-1.1%	18.0%	-5.7%
CCOC(=O)Cc1nnc(NC(=O)COc2ccc(F)cc2)s1	3.6	0.5%	8.9%	-21.1%	6.6%	15.9%	0.3%
CCn1c(-c2ccc([N+](=O)[O-])cc2)n[nH]c1=S	-14.9	-9.7%	35.4%	-8.2%	?	12.8%	?
CCOC(=O)CCSc1nc(C)c2cc(C)c(C)cc2n1	-26.8	7.5%	22.8%	58.7%	-6.2%	?	-4.1%
COC(=O)c1cc2sccc2n1CC(=O)Nc1cc(OC)cc(OC)c1	38.4	3.8%	-5.4%	-15.3%	-9.6%	-22.7%	2.7%
CCOc1ccc(S(=O)(=O)N(C)CC(=O)NCc2ccco2)cc1	-14.5	-0.5%	20.6%	-0.8%	4.5%	-11.3%	-2.0%
CCCCNC(=O)c1cc2c(=O)n3cccc(C)c3nc2n(Cc2ccccc2)c1=N	-27.8	3.9%	25.0%	0.4%	5.3%	?	?
CCOC(=O)NCCc1c(C)nc2c(c(C)nn2C(C)(C)C)c1C	-23.5	1.4%	-6.1%	80.0%[activator]	-7.3%	?	?
O=C(CCn1c(=S)[nH]c2cc3c(cc2c1=O)OCO3)NCc1ccccc1Cl	?	6.0%	55.6%[activator]	-20.3%	4.2%	19.0%	0.5%
COC(=O)c1ccccc1NC(=O)c1ccc(-c2nc(CSc3ccc(C)cc3)c(C)o2)cc1	-11.3	·	·	·	0.2%	·	2.8%
Cc1c(C(=O)NC(c2ccccn2)C(F)(F)F)oc2c(F)cccc12 (stereo not drawn)	-14.3	1.6%	-0.1%	-12.6%	-4.1%	11.7%	-4.8%
O=C(COC(=O)c1cccnc1Cl)Nc1ccc2c(c1)OCO2	-18.2	-14.0%	-8.2%	-18.0%	1.7%	10.5%	0.4%
COc1cc(CCC(=O)OCC(=O)Nc2ccc(Br)cc2F)cc(OC)c1OC	50.0	-1.3%	-24.4%	26.3%	-13.4%	22.7%	-8.6%
CC(C)Oc1cccc(C(=O)C2CCCN(S(=O)(=O)C(C)C)C2)c1 (stereo not drawn)	-25.0	8.2%	16.2%	66.8%[activator]	-5.7%	-9.6%	0.7%
O=C(c1cccc(Cl)c1)c1nn(-c2ccccc2)c(=O)cc1C(F)(F)F	-71.6*	-1.2%	-14.1%	-14.5%	0.6%	21.3%	-4.3%
COc1cccc2cc(C(=O)C3=C(O)C(=O)N(Cc4ccco4)C3c3cccnc3)oc12 (stereo not drawn)	·	8.5%	11.3%	-23.0%	3.7%	-3.7%	?
Cc1ccc(C)n1-c1ccc(C(=O)NCc2ccncc2)cc1	?	3.9%	-7.2%	10.5%	-0.3%	-4.4%	-10.9%
Cn1nnc2cc(NC(=O)Nc3cccc(C(F)(F)F)c3)ccc21	-35.4	0.4%	1.4%	-15.9%	-6.7%	-1.7%	2.8%
C[C@@H](NC(=O)[C@@H]1Cc2ccccc2CN1)C(=O)NC1CCCCC1	4.7	5.9%	10.1%	-6.0%	-3.7%	8.1%	-4.5%
COc1ccc(NC(=S)N2C3CCC2CC(NC(=O)NC24CC5CC(CC(C5)C2)C4)C3)c(OC)c1 (stereo not drawn)	-30.2	0.4%	28.8%	65.3%[activator]	6.7%	-17.8%	-1.3%
O=C1CC(=O)N(c2cccc(Cl)c2)C(=O)N1	-11.6	-6.1%	-5.7%	-34.7%	-6.5%	12.7%	?
C#CCOCCOCCOCCNc1nc(N2CCN(C(=O)CCCCCCCCCCNC(=O)[C@H](CO)n3cc(CCCSC)nn3)CC2)nc(N2CCN(C(=O)CCCCCCCCCCNC(=O)[C@@H]([C@H](C)O)n3cc(C)nn3)CC2)n1	·	·	·	247.1%[activator]	·	?	-2.7%
Cc1c(O)nc(SCC(=O)Nc2ccc(Cl)cc2Cl)n(-c2ccc(F)cc2)c1=O	-32.6	·	·	·	-6.1%	·	20.8%
Cc1ccc2ncccc2c1N	?	2.5%	-29.9%	-8.4%	-2.4%	-14.4%	?
COc1cc(NC(=O)COC(=O)c2nc3nc(C)cc(C)n3n2)cc(OC)c1	-12.8	-2.9%	11.7%	10.0%	-6.7%	3.8%	-11.7%
Cc1ccc(-n2c(-c3ccncc3)n[nH]c2=S)cc1C	2.7	-2.4%	56.1%[activator]	-9.9%	?	5.2%	7.8%
COc1ccc(NC(=O)CCc2nc3cccnc3n2-c2ccccc2)cc1Cl	-31.0	·	·	·	-8.7%	·	-1.2%
COC(=O)C1=C(C)N(Cc2ccccc2)C(=S)N[C@H]1c1ccc(Br)cc1	-8.1	-10.4%	89.1%[activator]	-46.0%&-40.8%	-0.6%	-17.4%	-6.8%
Cc1onc(-c2ccccc2)c1NC(=O)N(CCC(=O)O)Cc1ccccc1	-26.7	0.9%	-4.2%	-17.0%	-0.6%	16.1%	-13.0%
Cc1ccc(S(=O)(=O)C(C#N)c2nc3ccccc3nc2OCCO)cc1 (stereo not drawn)	-16.6	3.2%	-5.8%	-30.3%	-0.2%	4.5%	-6.6%
COc1ccccc1N1CCN(C2=CC(=O)CCC2)CC1	10.0	1.3%	-3.1%	1.3%	-6.5%	17.4%	0.6%

An excerpt from above in order of count of non-hydrogen atoms, rising:
SMILES	HCMV antiviral	LmPK inh	AMA1-RON2 inh	AmpC no deterg	TbPYK inhibitor	HCV inhibitor	AmpC inh detg
Cc1ccc2ncccc2c1N	?	2.5%	-29.9%	-8.4%	-2.4%	-14.4%	?
O=C1CC(=O)N(c2cccc(Cl)c2)C(=O)N1	-11.6	-6.1%	-5.7%	-34.7%	-6.5%	12.7%	?
Cc1ccc(-n2c(-c3ccncc3)n[nH]c2=S)cc1C	2.7	-2.4%	56.1%[activator]	-9.9%	?	5.2%	7.8%
COc1ccccc1N1CCN(C2=CC(=O)CCC2)CC1	10.0	1.3%	-3.1%	1.3%	-6.5%	17.4%	0.6%
Cc1ccc(C)n1-c1ccc(C(=O)NCc2ccncc2)cc1	?	3.9%	-7.2%	10.5%	-0.3%	-4.4%	-10.9%
C[C@@H](NC(=O)[C@@H]1Cc2ccccc2CN1)C(=O)NC1CCCCC1	4.7	5.9%	10.1%	-6.0%	-3.7%	8.1%	-4.5%
COC(=O)C1=C(C)N(Cc2ccccc2)C(=S)N[C@H]1c1ccc(Br)cc1	-8.1	-10.4%	89.1%[activator]	-46.0%&-40.8%	-0.6%	-17.4%	-6.8%
Cc1ccc(S(=O)(=O)C(C#N)c2nc3ccccc3nc2OCCO)cc1 (stereo not drawn)	-16.6	3.2%	-5.8%	-30.3%	-0.2%	4.5%	-6.6%
Cc1onc(-c2ccccc2)c1NC(=O)N(CCC(=O)O)Cc1ccccc1	-26.7	0.9%	-4.2%	-17.0%	-0.6%	16.1%	-13.0%
COc1ccc(NC(=O)CCc2nc3cccnc3n2-c2ccccc2)cc1Cl	-31.0	·	·	·	-8.7%	·	-1.2%
COc1ccc(NC(=S)N2C3CCC2CC(NC(=O)NC24CC5CC(CC(C5)C2)C4)C3)c(OC)c1 (stereo not drawn)	-30.2	0.4%	28.8%	65.3%[activator]	6.7%	-17.8%	-1.3%
C#CCOCCOCCOCCNc1nc(N2CCN(C(=O)CCCCCCCCCCNC(=O)[C@H](CO)n3cc(CCCSC)nn3)CC2)nc(N2CCN(C(=O)CCCCCCCCCCNC(=O)[C@@H]([C@H](C)O)n3cc(C)nn3)CC2)n1	·	·	·	247.1%[activator]	·	?	-2.7%

Next part.
SMILES	HCMV antiviral	LmPK inh	AMA1-RON2 inh	AmpC no deterg	TbPYK inhibitor	HCV inhibitor	AmpC inh detg
CN(C)S(=O)(=O)c1cccc(NC(=O)CN2C(=O)NC(CCc3ccccc3)C2=O)c1 (stereo not drawn)	-23.9	1.6%	-3.5%	-22.5%	7.2%	?	2.7%
N/C(=N\N=C\c1cccs1)SC1CC(=O)N(c2cccc([N+](=O)[O-])c2)C1=O (stereo not drawn)	10.6	6.4%	9.0%	-15.8%	-0.2%	-6.9%	-3.7%
O=C(Nc1ccc(C(=O)N2CCCCC2)cc1)Nc1cccc(Cl)c1	-34.5	-5.0%	6.7%	-43.5%	-0.5%	5.0%	-4.0%
CCOc1ccccc1NS(=O)(=O)c1ccc(OC)c(OC)c1	8.3	-1.3%	-0.1%	-12.2%	3.1%	-11.0%	-0.1%
COc1ccc(NCCc2ccccn2)cc1	41.5	-8.9%	?	-17.4%	-3.0%	10.7%	1.1%
CCN(C(=O)CCN1C(=O)S/C(=C\c2ccccc2)C1=O)C1CCS(=O)(=O)C1 (stereo not drawn)	?	-1.8%	-6.7%	97.1%[activator]	9.5%	-3.8%	2.4%
CCN(CC)CCN(C(=O)c1ccc(N2C(=O)CCC2=O)cc1)c1nc2cc3c(cc2s1)OCO3	21.8	0.2%	·	50.3%	·	·	6.0%
CC(=O)c1cccc(NS(=O)(=O)c2ccc(-c3cnc(C4CC4)o3)cc2)c1	-85.4*	-4.4%	-12.2%	-16.4%	-5.0%	?	-5.9%
Cc1ccc(C)n1CCN1CCN(C(=O)c2ccc(Cl)cc2)CC1	12.8	4.4%	12.7%	113.1%[activator]	2.2%	-3.0%	-0.7%
CCC(NC(=O)Nc1ccc(OC)c(OC)c1)c1c(-n2cccc2)sc2c1CCN(C)C2 (stereo not drawn)	-35.1	·	·	·	-3.2%	·	-1.2%
